High-throughput results (PubChem)
PKA-R2B activ: activators of human PKA-R2B complex; PKA-R2B holoenzyme dissociation, Cy5-IP20 fluorescence polarization; R2B truncated from residue 108, S112A mutant; 0% DMSO only, 100% 113 µM cGMP; actives 0.079% (n = 340,000); activation, % at 11.4 µM;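 active = activation above a cutoff set at the mean over all compounds plus 3 SD, cut at about 18% in these data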;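 note: higher means more holoenzyme dissociation and a rise in polarization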
Target sequence (P31323 whole entry, looked up, other chains not shown, the tested form may be a part): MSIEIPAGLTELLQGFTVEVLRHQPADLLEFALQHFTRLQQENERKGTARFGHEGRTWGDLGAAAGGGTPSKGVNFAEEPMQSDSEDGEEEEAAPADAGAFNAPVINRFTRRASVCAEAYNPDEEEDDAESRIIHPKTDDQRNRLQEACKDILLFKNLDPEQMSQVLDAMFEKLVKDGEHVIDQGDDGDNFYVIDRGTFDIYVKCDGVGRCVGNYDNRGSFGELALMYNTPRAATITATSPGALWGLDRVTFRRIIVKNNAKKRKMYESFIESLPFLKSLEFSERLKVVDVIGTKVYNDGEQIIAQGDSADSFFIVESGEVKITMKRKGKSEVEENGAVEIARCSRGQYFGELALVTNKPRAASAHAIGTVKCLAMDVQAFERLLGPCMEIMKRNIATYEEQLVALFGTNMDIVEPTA
Mot1-301 SUMO: SUMOylation pathway inhibition by Mot1-301 growth rescue. actives 1% (n = 320,000). growth rescue, % at 18.8 µM. S. cerevisiae Mot1-301 growth rescue, ATP luminescence, 38.5C; percent above DMSO median, 100 means doubled;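 active = every valid replicate shows activation above 250% relative to neutral control wells; inactive = the rest, any valid replicate at or below 250%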;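 note: OY570 slx delta 5 strain wells were the positive control but not used for scaling; some compounds called inactive have numbers as strong as hits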
PfHsp90 set2: growth inhibition of yeast expressing Plasmodium Hsp90. actives 0.32% (n = 310,000). S. cerevisiae expressing PfHsp90, BacTiter-Glo ATP, 48 h; yeast lacking PDR1 and PDR3 efflux regulators. AID 504621. inhibition, % at 9.4 µM;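 active = every replicate shows inhibition above about 80%, whatever the replicate mean, limit read from the data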;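 note: 0% = DMSO neutral controls and 100% = 20 µM radicicol positive controls; yeast relying on Plasmodium falciparum Hsp90 in place of its own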
AddAB inh: less growth of phage-infected E. coli with AddAB; E. coli expressing H. pylori AddAB, absorbance growth; inhibition, % at 11.9 µM; actives 0.29% (n = 330,000); in the data active = inhibition above about 12%;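 note: 0% = vehicle wells of infected cells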
HTR5A inv ag: inverse agonist of human HTR5A in OPRM1-OPRD1 counter-screen | P47898 | HTR5A cell line, luminescence, inverse agonism | inhibition, % at 9.3 µM | actives 0.083% (n = 340,000) | AID 504634; in the data active = inhibition mostly above about 23%, no sharp cut-off; inactive = mostly below about 18%;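 note: 0% = cells with DMSO and 100% = no-cell wells with DMSO; some compounds called inactive have numbers as strong as hits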
Target sequence (P47898 whole entry, looked up): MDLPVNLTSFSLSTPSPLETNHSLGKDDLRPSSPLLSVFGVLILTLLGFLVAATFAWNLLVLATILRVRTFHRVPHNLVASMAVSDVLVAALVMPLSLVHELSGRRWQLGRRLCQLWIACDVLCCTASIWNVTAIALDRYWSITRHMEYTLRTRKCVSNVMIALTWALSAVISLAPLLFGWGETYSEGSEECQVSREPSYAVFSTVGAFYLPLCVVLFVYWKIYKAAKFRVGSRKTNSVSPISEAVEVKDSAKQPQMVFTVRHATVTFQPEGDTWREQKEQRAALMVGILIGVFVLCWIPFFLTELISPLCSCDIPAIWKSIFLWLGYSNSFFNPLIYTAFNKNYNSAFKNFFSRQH
phage Ecoli inh: E. coli growth loss with phage present; inhibition, % at 11.9 µM; AID 651602; growth absorbance; actives 0.26% (n = 360,000); in the data active = inhibition above about 11%
E coli growth: reduces bacterial viability in AddAB counter-screen. E. coli V3065 growth, OD600 absorbance, 18 h. actives 0.27% (n = 330,000). inhibition, % at 11.9 µM;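 active = inhibition above the campaign's mean inhibition across all tested compounds plus 3 SD, cut at about 9.9% in these data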;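 note: uninfected addAB+ strain grown without phage in ampicillin broth; 0% = DMSO wells and 100% = ciprofloxacin 0.95 µg/ml wells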
MOR-DOR inv ag: mu-delta opioid heterodimer inverse agonism; P35372+P41143; cell-based MOR-DOR heterodimer luminescence; inhibition, % at 9.3 µM; actives 0.21% (n = 340,000); AID 504357; in the data active = inhibition above about 22%, passing the limit was not always enough;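 note: 0% = cells with DMSO and 100% = wells without cells with DMSO; values of inactives mirror those of a sister screen read the other way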
Tat export inh: inhibitors of E. coli Tat protein transport; E. coli MC4100 TorA-mCherry Tat export, fluorescence; inhibition, % at 10 µM; actives 0.036% (n = 340,000); AID 488895;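 active = mean replicate inhibition at least 50% and at least half of replicates individually reaching 50%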;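 note: exported cargo escapes ClpAP degradation while cytoplasmic cargo is degraded and loses fluorescence; 0% = median of neutral control wells and 100% = median of NaSCN control wells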
PKA-R1A act: PKA-R1A complex activation. actives 0.083% (n = 340,000). PKA-R1A dissociation, Cy5-IP20 fluorescence polarization; scaled: DMSO 0%, 113 µM cGMP 100%. P00514+P68181. activation, % at 11.4 µM;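 active = percent activation above the mean of all tested compounds plus 3 SD, cut at about 19% in these data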;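 note: higher means more PKAc released from R1A so a rise in polarization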
MOR-DOR ag: OPRM1-OPRD1 heterodimerization agonism; cells, luminescence; activation, % at 9.3 µM; actives 0.3% (n = 340,000); in the data active = activation above about 18%;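 note: 0% = vehicle-treated cells and 100% = reference agonist; values of inactives mirror those of a sister screen read the other way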
The depositor's hits bear a star; . = not tested or not shown.

SMILES	E coli growth	PKA-R2B activ	MOR-DOR ag	Mot1-301 SUMO	Tat export inh	MOR-DOR inv ag	phage Ecoli inh	PKA-R1A act	PfHsp90 set2	HTR5A inv ag	AddAB inh
O=C(O)Cc1csc(-c2cccc(F)c2)n1	0.2	8	-3.8	10	0	19	7.2	-1	4	-7	0.9
CC(=O)Nc1nc(SCC(=O)NCc2ccc(F)cc2)[nH]c(=O)c1NC(=O)c1cccs1	-0.6	0	-1.4	7	9	7	1.7	-9	-1	-5	1.6
Cc1cnc(C(=O)Nc2cc(S(=O)(=O)N3CCOCC3)ccc2N2CCN(C)CC2)cn1	0.7	1	-2.6	7	-5	13	2.7	-1	8	26	3.1
CCOc1ccc(OCCC(=O)OCC(=O)Nc2cccc(S(=O)(=O)N3CCCCC3)c2)cc1	.	-7	3.5	.	-8	-14	0.1	1	-4	-8	.
Cc1ccc(C(=O)N/N=C/c2ccc(-c3ccc(Br)cc3[N+](=O)[O-])o2)o1	-0.8	11	5.2	32	-16	-30	3.1	-9	-23	1	1.5
CCCCn1c(=O)[nH]c(=O)c2c1nc(-c1ccc(OC(F)F)c(OC)c1)n2C	-3.5	-10	-1.1	3	3	7	1.7	-8	3	-23	3.4
COc1ccccc1OCC(=O)OCn1c(SC)nnc(C)c1=O	4.0	-1	-0.7	-22	-5	4	-2.7	-2	-4	-1	4.8
CCOC(=O)N1CCN(S(=O)(=O)N2CCCC(C(=O)NCc3ccc(OC)cc3)C2)CC1 (stereo unspecified)	-0.6	-5	-3.2	5	1	17	3.8	-3	13	-9	-0.3
CNC(=S)N(Cc1ccc(Cl)cc1)Cc1cccs1	1.8	1	-0.8	52	-7	4	-0.8	-2	6	-42	4.5
COc1ccc(N2C(=O)C3CCCN3C2c2ccc(F)cc2)cc1Cl (stereo unspecified)	0.4	5	-0.4	28	-2	3	0.8	-5	5	-2	0.9
O=C(COC(=O)C1CCCO1)Nc1nc(-c2ccc(F)cc2)cs1 (stereo unspecified)	-2.8	3	-1.4	18	-2	7	2.9	5	13	-2	-1.2
CCSc1nc2ccccc2n1C(=O)c1ccc(S(=O)(=O)N2CCCCC2)cc1	1.7	-2	-1.3	141	-8	7	3.2	-5	-4	-6	-0.4
CCOC(=O)NC(=O)C(=CNc1ccccc1OC)C(=O)NC(=O)OCC	-2.2	-8	-0.8	6	1	6	1.0	-8	7	10	0.2
Cc1ccccc1/C=N/n1c(COc2ccccc2)n[nH]c1=S	.	-10	1.1	-12	-7	-5	0.9	-7	-24	-4	.
COc1ccc(Cl)cc1C(=O)Nc1ccccc1N1CCN(C)CC1	-1.5	-6	-1.1	11	3	6	2.7	-2	-15	-23	-0.1
O=C(CNC(=O)c1ccccc1Cl)OCC(=O)N1CCc2ccccc21	1.3	-1	2.5	-3	12	-11	0.3	0	7	-2	2.2
COc1ccc(NC(=O)CCSCCc2ccccn2)cc1OC	-3.3	-6	0.5	-45	-6	-3	-1.5	-3	0	19	-2.5
Cn1cnnc1SCC(=O)Nc1ccc2nc(SCc3ccccc3Cl)sc2c1	-3.8	-1	-1.4	6	-6	7	0.6	-3	.	-14	-0.2
COc1ccc(NC(=O)C(Cc2ccccc2)n2cccc2)cc1OC (stereo unspecified)	-1.4	11	0.6	-7	-1	-3	3.3	2	4	-2	0.3
Cc1ccc(S(=O)(=O)NCCCNC(=O)c2ccccc2)cc1	0.0	-8	-3.0	-19	-4	14	0.1	-12	.	-5	0.9
CCOC(=O)C1CSC(CC(=O)Nc2ccc(Cl)cc2)C(=O)N1 (stereo unspecified)	1.2	-14	-0.2	22	4	1	3.8	2	-4	7	2.7
COc1cc(C(N)=O)cc(Br)c1OC	3.0	-12	-0.4	-3	0	2	-0.3	-9	4	-2	3.5
COC(=O)C1C(=O)NC(SC)=C(C#N)C1c1ccccc1 (stereo unspecified)	1.3	4	-1.2	2	-4	6	-2.1	-17	-8	5	4.3
CCC1(c2ccc(F)cc2)NC(=O)N(CC(=O)Nc2cc(C)on2)C1=O (stereo unspecified)	0.5	-5	-2.3	.	-7	10	3.0	-8	10	-11	0.8
CCc1nc2ccccc2c(C(=O)OCC(=O)NC(=O)c2cccn2C)c1C	-1.3	-8	-2.4	-4	4	13	1.6	-12	12	-11	2.0
CC1c2cccn2CCN1S(=O)(=O)c1ccc(F)cc1 (stereo unspecified)	-1.1	-10	-2.1	-6	-4	8	1.4	8	-8	-11	0.0
Nc1nonc1-n1nnc(C(=O)N/N=C/c2ccc(F)cc2)c1-c1ccc2c(c1)OCO2	3.1	-2	-0.7	5	6	3	1.9	-15	-4	-7	3.6
Cc1cc(C(=O)OCC(=O)Nc2ccc(S(N)(=O)=O)cc2)c2ccccc2n1	4.2	1	-2.6	339	11	13	1.7	-11	10	8	5.2
COc1ccc(-c2csc(-c3ccc(C(=O)O)cc3)n2)cc1	0.7	18	-1.5	-14	5	8	3.0	9	2	-19	2.2
Cc1ccc(NC(=O)C(NCc2ccccn2)c2ccccc2)cc1 (stereo unspecified)	-0.1	-7	-1.7	3	-6	9	0.2	0	10	0	2.8

3 compounds already listed, ordered by the number in MOR-DOR inv ag, highest first.
SMILES	MOR-DOR inv ag
CCC1(c2ccc(F)cc2)NC(=O)N(CC(=O)Nc2cc(C)on2)C1=O (stereo unspecified)	10
COc1ccc(-c2csc(-c3ccc(C(=O)O)cc3)n2)cc1	8
Cn1cnnc1SCC(=O)Nc1ccc2nc(SCc3ccccc3Cl)sc2c1	7

Next entries:
SMILES	E coli growth	PKA-R2B activ	MOR-DOR ag	Mot1-301 SUMO	Tat export inh	MOR-DOR inv ag	phage Ecoli inh	PKA-R1A act	PfHsp90 set2	HTR5A inv ag	AddAB inh
CC1(C)CC2(CC(C)(C)N1)OC(=O)N1CCc3ccccc3C12C (stereo unspecified)	-0.3	5	-1.7	10	-7	9	2.9	5	-4	6	2.1
O=C(c1ccc2ccccc2n1)N(CCO)Cc1ccccc1	1.7	1	-1.2	115	9	6	3.0	-3	-38	-6	0.6
CC(NC(=O)COC(=O)C1CCN(c2ccc(C(F)(F)F)cn2)CC1)c1ccc(Br)cc1 (stereo unspecified)	0.8	-2	-0.7	3	4	4	2.3	-2	-15	4	-0.1
O=C(/C=C\Nc1ccc2c(c1)OCO2)c1ccccn1	0.2	-6	0.5	.	0	-3	2.4	-7	6	-2	2.2
O=C(O)C1Cc2ccccc2CN1C(=O)COc1ccc(Cl)cc1Cl (stereo unspecified)	-1.5	-10	-1.0	14	-7	6	2.6	1	9	0	-2.1
COc1ccc(CCNC(C)=O)cc1	2.0	2	1.6	-8	2	-8	2.5	-4	-5	8	1.3
O=C(COC(=O)CNC(=O)c1cccc(Br)c1)Nc1nnc(-c2ccccc2)o1	-0.3	2	-2.8	-9	-7	12	1.2	3	11	-20	2.0
CC(C)(CC(=O)O)Cc1nc(-c2ccc(Cl)cc2)no1	1.0	-10	-2.2	8	-5	12	-0.4	-12	4	-15	1.4
CCCn1c(SCC(=O)N2CCCC(C)C2)nnc1-c1cccnc1 (stereo unspecified)	-3.7	-5	-0.1	5	1	0	3.2	6	11	8	0.9
COc1cccc(NC(=S)NN=C2CCC(C(C)(C)C)CC2)c1 (stereo unspecified)	-2.5	-6	3.9	104	-3	-20	-3.3	-3	-1	-5	-0.7
COc1ccc(S(=O)(=O)N(C)c2ccc(C(=O)N3CCCCC3)cc2)cc1	-0.3	4	-1.8	264	-2	9	0.7	4	4	-3	1.3
COc1ccccc1CC(=O)N1CCCc2ccccc21	3.9	1	0.0	97	-8	0	3.8	-6	-5	3	3.2
COC(=O)Cc1c(C)c2ccc(OCC(=O)N3CCC(C)CC3)c(C)c2oc1=O	1.4	0	-2.9	-14	-3	12	0.1	-6	15	13	1.6
COc1cc(CNCC(C)C)cc(Br)c1OCC(=O)Nc1ccccc1	-0.8	-12	7.7	0	8	-34	5.2	-8	56	-1	1.1
CCn1c(C)nc2cc(C#N)ccc21	-0.2	-1	-2.5	.	3	11	2.6	0	-1	1	0.2
CCCCCCCCCCCCCCCC(O)C[N+](C)(C)CCO (stereo unspecified)	.	-5	1.4	.	52*	-7	2.7	-12	111*	-2	.
O=C(NCCc1ccc(Cl)cc1)C1CCN(C(=O)N2CCOc3ccccc32)CC1	-0.4	-1	-1.4	5	4	8	1.8	-7	4	-4	-3.0
O=C(CCn1cccc1)NC1CCCc2ccccc21 (stereo unspecified)	0.5	5	-1.8	-10	10	11	2.2	-8	17	-10	3.2
CCOn1c(=O)c(=O)n(OC)c2ccccc21	0.5	5	-1.0	-4	2	5	-0.7	-4	-3	-24	3.1
O=C(NCc1ccccc1Cl)C1CCN(C(=O)c2sccc2-n2cccc2)CC1	0.1	-3	-1.7	-19	-4	9	1.7	-4	-12	-1	-2.2
Cc1ccc(S(=O)(=O)N2CCN(C(=O)CCn3cncn3)CC2)cc1C	-1.4	5	-1.2	10	-13	6	1.8	-5	-1	-11	0.8
N#Cc1cc(C(=O)c2cc(Br)ccc2O)cn(C2CC2)c1=O	-0.9	4	-1.7	.	-8	9	-0.5	-6	14	8	0.9
CC(=O)c1ccc(N2CCN(C(=O)CNS(=O)(=O)c3ccc4c(c3)OCCCO4)CC2)c(F)c1	.	4	1.8	.	0	-12	6.4	4	2	1	.
Cc1ccc(NC(=S)N2CCC(NC(=O)c3ccco3)CC2)cc1C	0.6	-1	1.8	-10	-8	-14	2.0	3	-20	4	2.8
